# Screens deposited in PubChem BioAssay by National Center for Advancing Translational Sciences (NCATS).
# Rab9 promoter act – Rab9 promoter activation. Huh7 Rab9 promoter-luciferase reporter, luminescence, 24 h. Potency, µM (top dose mostly 9.22 µM), for the others: top-dose activation, negative = inhibition, actives largely listed as activators. 2.8% of 320,000 active; note: % of control where 0% means no effect; nearly all actives have a fitted effect of over 60% in size
#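 Cell-based reporter: Huh7 stable for Rab9 promoter-driven luciferase, plated in reduced-serum medium with 10% FBS at 1500 cells/well, compound-treated 24 h at 37 °C, luminescence read after 10 min reagent.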
# MBNL1-CUG inh – inhibitors of human MBNL1 binding to CUG repeat RNA; Q9NR56; TR-FRET MBNL1-His/biotin-(CUG)12 binding, 665/545 ratio; Potency, µM (top dose mostly 57.5 µM), inactives show at the highest dose activity change, negative = inhibition, usual class: inhibitors; 0.036% of 280,000 active; active = well fitted inhibition curve with a large enough effect in the signal ratio, with a control signal flat, not every such curve was filed as active; inconclusive = small, poorly fitted or top-dose-only effect, or effect the other way, or a change in a side signal; inactive = no such curve, though single readings can be large or run the other way; the % refers to the signal ratio; note: % is set by controls: 0 for no effect and ±100 for the full control effect
#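 Compounds (final 92 nM to 58 uM) are added to His-tagged MBNL1 and biotin-(CUG)12, then terbium anti-His antibody and streptavidin-XL665 (5 nM final). After 60 min at room temperature, the 665/545 nm ratio is read.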
# RORgamma inh – inhibitors of mouse ROR gamma transcriptional activity; P51450; Drosophila S2 Gal4-RORgamma UAS-luciferase reporter, 20 h; Potency, µM (doses to about 53.6 µM), inactives show at the top dose activity change, negative = inhibition, actives largely listed as inhibitors; 5.4% of 310,000 active; note: % is set by controls: 0 for no effect and ±100 for the full control effect; nearly all actives have a fitted effect of over 60% in size
#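 Stably transfected Drosophila Schneider cells are the test system, with ROR gamma fused to Gal4 and luciferase under UAS control; luminescence is read after 20 hr of 700 uM copper sulfate induction at ambient temperature.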
# FLuc modulator – counter-screen for miR-21 project: firefly luciferase inhibitors or activators | 6.9% of 360,000 active | P08659 | AID 588342 | Potency, µM (top dose mostly 57.5 µM), inactives show at the highest dose activity change, negative = inhibition, actives largely listed as inhibitors | purified FLuc, Km substrates, luminescence inhibition;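 note: plate controls were vehicle for no effect and reference inhibitor for full effect; nearly all actives have a fitted effect of over 55% in size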
#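 Purified P. pyralis luciferase (10nM final) with 10uM D-luciferin and 10uM ATP (Km levels) in 50mM Tris acetate pH 7.5, 10mM Mg acetate, 0.01% Tween-20, 0.05% BSA; qHTS 6-point titration, ~60 µM downward; luminescence read.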
# ELG1 genotox – genotoxicity induction in ELG1-luciferase HEK293T cells; HEK293T ELG1-luciferase reporter, luminescence, 16 h; Potency, µM (titrated, usually from 46 µM), for the others: at the highest dose activity change, positive = activation, actives largely listed as activators; 1.3% of 330,000 active; AID 504466; note: % of control where 0% means no effect; nearly all actives have a fitted effect of over 60% in size
#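 Genotoxic stress is detected as increased luminescence from luciferase-tagged ELG1 in HEK293T cells, measured with ONE-Glo after a 16 hr treatment at 37 °C.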
# CXXC DNA block – blocks binding of human MLL CXXC domain to DNA; MLL-CXXC / FITC-HOXA9 DNA fluorescence polarization; Potency, µM (top dose mostly 115 µM), without a hit: top-dose activity change, negative = inhibition, usual class: inhibitors; 0.037% of 290,000 active; active = well fitted inhibition curve with a large enough effect in the polarisation, with a control signal flat, not every such curve was filed as active; inconclusive = small, poorly fitted or top-dose-only effect, or effect the other way, or a change in a side signal; inactive = no such curve, though single readings can be large or run the other way; the % refers to the polarisation
#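 Purified MLL-CXXC (added from a 7 uM solution) was preincubated 5 min at ambient with pinned compounds in 50 mM Tris-HCl pH 7.5, 50 mM NaCl, 1 mM DTT, 0.05% BSA. Fluorescein-labeled HOX-A9 DNA (50 nM solution) followed, 30 min, then polarization read.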
# BRCA1 expr up – BRCA1 expression activation | AID 624202 | MCF7-BRCA1-FFLuc reporter, luminescence, 48 h; response scale: scaled: vehicle 0%, 10 µM genistein 100% | Potency, µM (titrated, usually from 46.1 µM), for inactives: top-dose activation, usual class: activators | 1.1% of 380,000 active; note: nearly all actives have a fitted effect of over 80% in size; some results filed as inactive show a strong effect at the top dose
#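 First, MCF7-BRCA1-FFLuc cells (2000/well) attach for 2 h; next, compounds are pin-added and incubated 48 h at 37 °C; finally, luciferase reagent is added and luminescence read after 15 min.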
# uPA generation – blocks generation of uPA at the cell surface. cell surface uPA generation assay, qHTS. Potency, µM (top dose mostly 38.3 µM), for the others: at the highest dose activity change, negative = inhibition, most hits filed as inhibitors. 0.31% of 330,000 active; active = well fitted inhibition curve with a large enough effect; inconclusive = small, poorly fitted or top-dose-only effect; inactive = no such curve, though single readings can be large or run the other way; tested in mouse RAW 264.7 cells; note: % is set by controls: 0 for no effect and ±100 for the full control effect; nearly all actives have a fitted effect of over 55% in size
# NPC1 promoter act – NPC1 promoter activation; Huh7 NPC1 promoter luciferase reporter, 24 h; Potency, µM (series often up to 9.22 µM), without a hit: at the top dose activation, actives largely listed as activators; 2.4% of 320,000 active; AID 485313;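 note: % of control where 0% means no effect; nearly all actives have a fitted effect of over 60% in size; reporter is driven by a mutant NPC1 promoter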
#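 Luminescence from an NPC1 promoter-driven luciferase reporter in stably transfected Huh7 cells was measured after 24 h compound treatment at 37 °C, followed by 10 min ambient incubation with luciferase detection reagent.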
# VP16 counter – Gal4-VP16 reporter inhibition counter-screen. AID 2546. Potency, µM (doses to about 53.6 µM), for inactives: top-dose activity, negative = inhibition, usual class: inhibitors. Drosophila S2 Gal4-VP16 UAS-luciferase, luminescence, 20 h. 3.5% of 310,000 active;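 note: Gal4-VP16 expression switched on by copper sulfate through the metallothionein promoter; % is set by controls: 0 for no effect and ±100 for the full control effect; nearly all actives have a fitted effect of over 50% in size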
# p53 reactivator – re-activators of mutant p53; H1299 p53-A138V BP100-luciferase reporter, luminescence, 24 h; Potency, µM (series often up to 92.2 µM), for the others: top-dose activity change, positive = activation, hits mostly activators; 0.063% of 320,000 active; note: % of control where 0% means no effect; nearly all actives have a fitted effect of over 45% in size
#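 H1299 (p53-null), stable ts p53-A138V + BP100-Luc; 1000 cells/well, Opti-MEM/10% FBS; cpd 4 pt, 1:5; 24 h, 37 deg C, 5% CO2; detection reagent 10 min RT; luminescence.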
# Starred values were filed as active, the others as inactive; ? = inconclusive; / = not tested or not shown; & = joins results of further samples; [ ] = dose if it differs, or a comment. Unless noted, calls come from the whole dose curve; as a rule, active = well fitted curve in the direction sought with a large enough effect; inconclusive = small, poorly fitted or top-dose-only effect, or another doubt; inactive = no such curve, though single readings can be large; an effect the other way counts as inactive or inconclusive. Potency is the fitted concentration of half-maximal effect. Some of the compounds tested; count on the stated rates, not on these rows.
entry	SMILES	Rab9 promoter act	MBNL1-CUG inh	RORgamma inh	FLuc modulator	ELG1 genotox	CXXC DNA block	BRCA1 expr up	uPA generation	NPC1 promoter act	VP16 counter	p53 reactivator
1	O=C(NCc1nnc(SCC(=O)N2CCCC2)o1)c1c(F)cccc1F	0%	-1%	2%	2%	0%	4%	-3%	4%	-4%	-6%	2%
2	CCOC(=O)C1CCCN(C(=O)Cn2sc3nc(C)cc(C)c3c2=O)C1 (stereo not drawn)	2%	-6%	?	?	1%	-6%	-49%	?	-1%	1.8µM*	-15%
3	COc1ccc(-n2c(SCC(=O)Nc3ccccc3OC)nc(O)cc2=O)cc1	-3%	1%	3%	-3%	1%	21%	-2%	0%	2%	5%	-2%
4	COc1ccc(C2C(C(C)=O)=C(O)C(=O)N2Cc2ccccc2)c(OC)c1 (stereo not drawn)	4%	5%	2%	2%	1%	26%	-12%	12%	-4%	-3%	-1%
5	CCCCOC(=O)c1ccc(N=Nc2c(C)c(C#N)c(O)[nH]c2=O)cc1	21%	19%	27%	?	9%	11%	-8%	-4%	4%	-6%	20%
6	CCOC(=O)CNC(=O)c1sc2ncnc(N3CCc4ccccc4C3)c2c1C	-1%	?	?	-16%	-14%	16%	-57%	0%	-4%	?	-5%
7	O=C(/C=C/c1cccc(F)c1)N(c1ccccn1)C1CCCCC1	2%	-14%	42%	4%	0%	-3%	-13%	0%	-6%	3%	2%
8	CC1CN(C2=N/C(=C/c3ccc4c(c3)OCO4)C(=O)N2)CC(C)O1 (stereo not drawn)	0%	?	2%	-6%	-8%	4%	-19%	-1%	0%	-8%	2%
9	CCOC(=O)C1(CC2CCCCO2)CCN(Cc2ccc(OC)cc2F)CC1 (stereo not drawn)	-5%	?	14%	2%	-9%	-3%	-19%	-3%	5%	-7%	0%
10	O=C(NCCc1ccc(C(F)(F)F)cc1)C1CC(=O)N(c2ccc3c(c2)OCCO3)C1 (stereo not drawn)	-4%	/	/	1%	-2%	/	-37%	-20%	-6%	/	-4%
11	Cc1ccc(OCC(=O)Nc2ccc(N3CCN(C(=O)c4ccco4)CC3)cc2)cc1C	-8%	0%	31%	-1%	-8%	11%	-34%	-7%	0%	-10%	0%
12	Cn1c(C(=O)NCc2ccccn2)cc2c(=O)n(C)c3ccccc3c21	-6%	-1%	-2%	1%	0%	-16%	2%	5%	-3%	-4%	-7%
13	CC(=O)Nc1ccc(S(=O)(=O)NCCC(=O)NCCCc2ccccc2)cc1	-4%	/	/	/	0%	/	-21%	13%	-1%	/	9%
14	C/C(=C\C(=O)c1sccc1Cl)N(C)C	9%	12%	5%	-16%	9%	?	?	0%	-1%	5%	4%
15	CCN(C1CCCCC1)S(=O)(=O)c1cc2c3c(c1)CCN3C(=O)CC2	2%	/	/	-1%	/	/	0%	-7%	0%	/	/
16	O=C(CN(Cc1ccc(F)cc1)C(=O)c1csnn1)NCc1ccc2c(c1)OCO2	-2%	-1%	-29%	5%	-4%	5%	-16%	-5%	2%	0%	-5%
17	CCOCCCn1c(SCC(=O)Nc2oc(C)c3c(C)n[nH]c(=O)c23)nnc1-c1ccncc1	3%	/	/	2%	-1%	/	-8%	-4%	0%	/	-2%
18	Cc1c(C(=O)OCC2CCCO2)[nH]c2c1C(=O)CC(c1ccco1)C2 (stereo not drawn)	-14%	-2%	?	-2%	3%	-3%	-52%	-19%	-23%	-6%	-1%
19	Cc1cccc(OCc2n[nH]c(=S)n2-c2ccccc2)c1	-4%	-1%	2.2µM*	?	-3%	-6%	15%	-18%	-1%	?	-1%
20	COc1ccc(C(=O)Oc2cc(OC)cc(OC)c2C(C)=O)cc1	-9%	-26%	-3%[10 µM]	0%	1%	76%[activator]	3%	3%	-2%	-8%[10 µM]	-8%
21	CCN1CCN(c2cc(C)c3cc(NC(=S)N4CCCCC4)ccc3n2)CC1	-6%	-3%	?	-5%	0%	3%	-13%	-1%	-4%	?	11%
22	N/C(=N\OC(=O)c1cccs1)c1cccnc1	0%	2%	?	8.5µM*	?	0%	?	-4%	1%	17%	?
23	NS(=O)(=O)c1cccc(NC(=O)COC(=O)c2cc(Cl)ccc2[N+](=O)[O-])c1	1%	?	4%	-4%	-1%	3%	3%	2%	2%	4%	0%
24	C=CCOc1ccc(C2C3=C(CCCC3=O)N(CC(=O)O)C3=C2C(=O)CCC3)cc1OCC	7%	15%	-22%	-1%	-1%	-19%	17%	5%	-3%	1%	/
25	CCOc1ccc(C(C)(N)C(=O)O)cc1 (stereo not drawn)	13%	13%	-8%	-2%[2.3 µM]	-3%	12%	5%	6%	0%	-4%	7%
26	CC(CCc1ccc(O)cc1)NC1c2ccccc2-c2ccccc21 (stereo not drawn)	-5%	1%	0%	-13%	0%	-3%	-6%	-7%	6%	8%	-3%
27	CN(c1ccc(C(=O)NCc2ccccc2)cc1)S(C)(=O)=O	10%	-6%	17%	-3%	4%	4%	27%	8%	8%	15%	9%
28	Cc1nnc(-c2ccc(Cl)cc2)[nH]c1=O	6%	-8%	-23%	?	5%	-11%	6%	-3%	2%	-2%	2%
29	CCN(CC)C(=O)c1sc(NC(=O)c2ccc(C)c([N+](=O)[O-])c2)c(C#N)c1C	-4%	-13%	?	?	-12%	-8%	-24%	1%	1%	0%	-4%
30	CCc1cc(CNC(=O)CC2C(=O)NCCN2CC2CCCCC2)on1 (stereo not drawn)	0%	3%	-3%	3%	0%	-4%	-7%	-1%	-7%	3%	1%
31	CCOc1ccc(CN(C)C(=O)CCNC(=O)c2ccco2)cc1	2%	/	/	/	1%	/	6%	1%	-1%	/	-4%
32	CC1CN(C(=S)Nc2cccc(Cl)c2)CC(C)O1 (stereo not drawn)	-3%	-3%	?	0%	-3%	-4%	-4%	8%	0%	?	23%
33	CC(=O)C1=C(C)OC(N)=C(C#N)C1c1ccco1 (stereo not drawn)	14%	14%	-1%	3%	1%	-21%	-17%	-6%	0%	2%	5%
34	O=C(COc1ccc(S(=O)(=O)NC2CCCCC2)cc1)NCC1CCCO1 (stereo not drawn)	1%	-7%	9%	-2%	-1%	0%	-3%	15%	-2%	17%	2%
35	O=C(/C=C/c1cccc(Cl)c1Cl)OCC(=O)N1CCOCC1	-1%	/	/	?	2%	/	16%	-5%	14%	/	21%
36	Cc1ccc(S(=O)(=O)N2CCC(C(=O)OCC(=O)N(CC(C)C)C3CCS(=O)(=O)C3)CC2)cc1C (stereo not drawn)	17%	5%	6%	6%	0%	-8%	1%	0%	-3%	3%	9%
37	Cc1cc(C(C#N)c2cccc(Cl)c2)n2ncnc2n1 (stereo not drawn)	-1%	25%	9%	-1%	-2%	-11%	-35%	9%	-3%	0%	23%
38	O=C(CCCc1ccccc1)Nc1cccc(C(=O)O)c1	0.25µM*	-8%	27%	0.38µM*	0%	7%	-89%[inhibitor]	4%	0.32µM*	-24%	-10%
39	COc1ccc(CN(C(=O)CNC(=O)c2ccco2)C(C(=O)NCC2CCCO2)c2ccc(OC)c(OC)c2)cc1 (stereo not drawn)	4%	7%	-12%	1%	3%	2%	0%	0%	-1%	-1%	6%
40	CCOC(=O)N1CCN(C(=O)CSc2nc3ccccc3c(=O)n2-c2ccccc2)CC1	11%	-8%	25%	-7%	-3%	-2%	-11%	10%	-1%	6%	0%
41	Cc1ccc(CN2CCN(C(=O)c3ccncc3)CC2)cc1	-6%	1%	17%	1%	-4%	-11%	25%	-7%	-3%	-9%	-3%
42	CCOCCn1c(CN2CCN(CCO)CC2)nc2c1c(=O)n(C)c(=O)n2C	6%	-2%	-11%	-1%	3%	/	3%	5%	-1%	-2%	/
43	Cc1nn(Cc2c(Cl)cccc2Cl)c(C)c1NC(=O)CCCn1nc(C)c([N+](=O)[O-])c1C	-3%	/	10%[10 µM]	0%	-1%	0%	-15%	8%	7%	-13%	-10%
44	COC(=O)[C@@H]1C[C@H]2CC[C@H](O)C[C@H]2N1Cc1ccc(C(F)(F)F)cc1	-5%	-8%	3%&-2%	-2%	1%	-1%	2%	8%	-4%	11%&0%	1%
45	COc1ccc(-n2cnnc2SCC(=O)c2ccc(S(=O)(=O)N3CCOCC3)cc2)cc1	5%	69%[activator]	?	3%	-4%	-4%	0%	0%	-19%	20µM*	1%
